Compound activity as filed in PubChem BioAssay.
proCasp7 act: counter-screen: procaspase-7 (human) activation. recombinant procaspase-7, Ac-DEVD-pNA absorbance 405 nm; D23A/D198A/D206A triple mutant, cannot self-cleave; scale: DMSO 0, 5 µM enzyme 100. activation, % at 8.5 µM. 330,000 tested, 0.093% active;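 active = percent activation above the screen-wide mean plus 3 SD, cut at about 25% in these data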
Target sequence (P55210 whole entry D23A/D198A/D206A): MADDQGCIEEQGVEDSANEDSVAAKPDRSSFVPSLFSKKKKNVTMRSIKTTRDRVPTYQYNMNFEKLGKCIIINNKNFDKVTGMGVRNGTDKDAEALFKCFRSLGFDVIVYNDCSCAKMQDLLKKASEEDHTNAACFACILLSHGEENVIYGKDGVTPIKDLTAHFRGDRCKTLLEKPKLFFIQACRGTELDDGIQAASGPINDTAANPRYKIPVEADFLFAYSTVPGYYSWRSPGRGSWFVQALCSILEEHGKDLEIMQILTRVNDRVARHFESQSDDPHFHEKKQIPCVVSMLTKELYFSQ
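Assay system – Uncleavable procaspase-7 mutant enzyme · Quantity – 2 µM procaspase-7 mutant as dispensed · Times – 1 h preincubation, 2 h reaction · Dosing – single nominal 8.5 µM compound dose, 0.8% DMSO final · Buffer or medium – Zinc-free 50 mM HEPES buffer, pH 7.4, with NaCl and Triton X-100 · Detection – Epi-absorbance of released pNA at 405 nm, two timepoints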
LAP4-GFP MLPCN: alters LAP4-GFP fluorescence in TOR pathway yeast screen; S. cerevisiae LAP4-GFP multiplex, flow cytometry GFP, 3 h; median GFP as percent of DMSO wells; GFP response vs DMSO, % at 10 µM; 320,000 tested, 0.34% active;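 active = GFP response vs DMSO above a set limit, about the screen mean plus 3 SD, cut at about 150% in these data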
AHR activator: activates the human aryl hydrocarbon receptor. AID 2796. 320,000 tested, 2.5% active. activation, % at 5 µM. AHR-responsive luciferase reporter cells, luminescence; in the data active = activation above about 47%;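 also: 0% = vehicle wells and 100% = reference agonist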
procasp3 activ: activates human procaspase-3; P42574; recombinant procaspase-3 D3A, Ac-DEVD-pNA absorbance 405 nm; activation, % at 8.5 µM; 330,000 tested, 0.11% active; AID 463141;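 active = activation above the mean of all tested compounds plus 3 SD, cut at about 21% in these data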;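 also: 0% = DMSO alone and 100% = DMSO wells spiked with extra 5 µM PC-3 D3A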
Target sequence (P42574 whole entry D9A/D28A/D175A): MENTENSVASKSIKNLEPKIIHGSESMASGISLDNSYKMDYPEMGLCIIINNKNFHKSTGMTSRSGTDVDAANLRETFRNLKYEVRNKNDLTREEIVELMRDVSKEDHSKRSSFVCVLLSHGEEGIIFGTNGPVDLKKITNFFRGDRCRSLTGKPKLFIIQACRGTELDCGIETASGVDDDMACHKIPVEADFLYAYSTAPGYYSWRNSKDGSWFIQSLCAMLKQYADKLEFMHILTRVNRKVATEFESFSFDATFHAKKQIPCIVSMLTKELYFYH
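Evaluation: percent activation relative to control range; Material: Procaspase-3 D3A mutant, all three cleavage aspartates alanine; Compound: single dose, 8.5 µM nominal compound, 0.8% DMSO; Replication: one well per compound; Signal: absorbance at 405 nm, 0 and 120 min; Schedule: 1 h preincubation plus 2 h reaction at 25 °C.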
CR mimetic SO: yeast age-related superoxide inhibition as caloric restriction mimetic; S. cerevisiae aged cells, superoxide DHE fluorescence; hits give low values; superoxide response (% of plate mean), % at 10 µM; 330,000 tested, 0.18% active;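 active = superoxide response under a set limit, about three screen SD below normal, cut at about 65% in these data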;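 also: yeast aged for seven days with compound at 30 °C before DHE staining; 100% = average MFI of all compound-treated wells on the plate with controls excluded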
MEP2 TOR yeast: yeast TOR pathway MEP2-GFP modulation | S. cerevisiae MEP2-GFP strain, flow cytometry GFP, 3 h; 100% = DMSO control level | GFP response vs DMSO, % at 10 µM | 330,000 tested, 0.51% active;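 active = GFP response versus DMSO above a set limit, roughly screen mean plus 3 SD, cut at about 180% in these data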;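 also: median GFP fluorescence of the barcode-gated MEP2-GFP cells per well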
RPL19A TOR yeast: modulators of TOR pathway RPL19A-GFP in S. cerevisiae. S. cerevisiae RPL19A-GFP strain, flow cytometry, 3 h; hits give low values. 330,000 tested, 0.3% active. percent response vs DMSO, % at 10 µM;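 active = percent response vs DMSO below 50%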;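 also: median channel GFP fluorescence of the barcoded RPL19A-GFP strain; ratio of sample median GFP to plate DMSO average so 100% = DMSO; lower means less RPL19A-GFP as with rapamycin TOR inhibition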
JMJD2C inh: inhibitors of human GASC-1 (JMJD2C) demethylase; inhibition, % at 2.35 µM; GST-JMJD2C(1-420) H3K9me3 demethylation, DELFIA europium; 330,000 tested, 0.069% active; AID 2099;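 active = more than half of a compound's replicate wells show inhibition beyond 50%, single wells judged on their own value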;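 also: signal counts dimethyl H3K9 product captured on neutravidin plate; 0% = median of DMSO wells and 100% = 0.3 times that DMSO median; strong numbers were not always called active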
The depositor's hits bear a star; · = no result given; & = joins results of further samples.

1: C/C(=N/NC(=O)c1ccncc1)C1=C(O)CC(C)(C)CC1=O
2: CC(=O)c1ccc(N2CCN(S(=O)(=O)c3cccc(S(=O)(=O)N4CCOCC4)c3)CC2)cc1
3: CCOc1cc(/C=N/NC(=O)C2CCCC2)ccc1OC(C)C
4: CSc1cccc(NC(=O)NNC(=O)C2CCN(S(=O)(=O)N(C)C)CC2)c1
5: Cc1ccc(C(=O)OC(C)C(=O)NC2CCCCC2C)s1 (stereo unspecified)
6: Cc1ccccc1NC(=O)NCCN1C(=O)C2C3C=CC(C3)C2C1=O (stereo unspecified)
7: CCN(CC)C(=O)c1[nH]cnc1C(=O)N[C@@H](CC(C)C)C(=O)OC(C)(C)C
8: CCOC(=O)C1CCN(C2=NC(=O)/C(=C/c3ccc(OC)c(OC)c3)S2)CC1

Compound	1	2	3	4	5	6	7	8
proCasp7 act	13	3	-15	6	4	-2	-5	9
LAP4-GFP MLPCN	97	96	89	97	112	101	127	95
AHR activator	4	1	4	1	-2	2	1	0
procasp3 activ	-6	-7	-4	6	0	12	-6	-4
CR mimetic SO	91	105	94	92	120	107	99	103
MEP2 TOR yeast	64	107	103	97	106	105	90	106
RPL19A TOR yeast	101	105	104	100	101	98	98	102
JMJD2C inh	-50	-13&4	-2	14	2	-6	6	21

9: CCOc1ccc(OCCSc2nc(-c3ccccc3)cc(=O)[nH]2)cc1
10: CC[C@@H]1C=C(C(=O)O)[C@H](c2ccc(Br)cc2)N1S(=O)(=O)c1ccc(C)cc1
11: COc1ccc(C2/C=C\CN(C(=O)Nc3ccccc3-c3ccccc3)CC(=O)N2Cc2ccc(F)cc2)cc1 (stereo unspecified)
12: Cc1nnc(SCC(=O)c2ccc(Cl)cc2)s1
13: O=C(Nc1ccc(Cl)c(Cl)c1)c1ccccc1NC(=O)C1CC=CCC1C(=O)O (stereo unspecified)
14: Cc1cc(NC(=O)Nc2ccc(F)cc2)no1
15: O=C(c1cnccn1)N1CCc2ccccc21
16: COc1ccc(CNC(=O)c2c[nH]c3c(OC)cc(OC)cc3c2=O)cc1

Compound	9	10	11	12	13	14	15	16
proCasp7 act	6	3	-10	5	·	-3	-1	5
LAP4-GFP MLPCN	92	101	101	88	72	114	106	98
AHR activator	-2	1	2	4	·	14	-3	0
procasp3 activ	6	-4	1	2	·	-4	8	-1
CR mimetic SO	85	103	102	95	128	124	106	102
MEP2 TOR yeast	99	101	91	92	104	107	108	112
RPL19A TOR yeast	94	105	102	87	112	103	101	106
JMJD2C inh	124	·	-7	13	-4	-1	-34	0

17: CC1(C)Cc2c(cnn2-c2ccc(F)cc2)C(NC(=O)CCN2CCCCO2)C1 (stereo unspecified)
18: CC(NC(=O)C1CCCN1C(=O)OCc1ccccc1)c1ccccc1 (stereo unspecified)
19: COc1ccc(CC(NC(C)=O)C(=O)NC2CCN(C(=O)c3cnccn3)CC2)cc1 (stereo unspecified)
20: CC(=O)Nc1ccc2nc(-c3ccc(Br)o3)[nH]c2c1
21: Cc1ccc(C(=O)NC(=S)N2CC(C)OC(C)C2)cc1[N+](=O)[O-] (stereo unspecified)
22: Cc1cccc(C)c1NCc1nnc(SCC(=O)Nc2nc(-c3ccccc3)cs2)n1-c1ccccc1
23: Oc1ccc(-c2n[nH]c(=S)n2Cc2ccccc2)cc1
24: CC(OC(=O)C1=COCCO1)C(=O)c1ccc(Br)cc1 (stereo unspecified)

Compound	17	18	19	20	21	22	23	24
proCasp7 act	-1	-3	3	2	-4	-1	-19	6
LAP4-GFP MLPCN	99	94	101	110	102	93	107	126
AHR activator	1	3	17	33	3	4	4	-1
procasp3 activ	-12	10	-1	-3	6	-7	-10	5
CR mimetic SO	100	100	97	110	101	94	99	102
MEP2 TOR yeast	101	104	99	100	99	90	125	108
RPL19A TOR yeast	101	107	100	99	99	103	102	109
JMJD2C inh	-3	1	-7	-100	-1	-10	2	-4

Grouped by structure, those above with two or more sulfur atoms
2: CC(=O)c1ccc(N2CCN(S(=O)(=O)c3cccc(S(=O)(=O)N4CCOCC4)c3)CC2)cc1
4: CSc1cccc(NC(=O)NNC(=O)C2CCN(S(=O)(=O)N(C)C)CC2)c1
12: Cc1nnc(SCC(=O)c2ccc(Cl)cc2)s1
22: Cc1cccc(C)c1NCc1nnc(SCC(=O)Nc2nc(-c3ccccc3)cs2)n1-c1ccccc1

Compound	2	4	12	22
proCasp7 act	3	6	5	-1
LAP4-GFP MLPCN	96	97	88	93
AHR activator	1	1	4	4
procasp3 activ	-7	6	2	-7
CR mimetic SO	105	92	95	94
MEP2 TOR yeast	107	97	92	90
RPL19A TOR yeast	105	100	87	103
JMJD2C inh	-13&4	14	13	-10

Next part.
25: CCOc1ccccc1CNC(=O)C1CCCN(c2nnc(C)c3c(C)n(-c4ccccc4)nc23)C1 (stereo unspecified)
26: CC(NC(=O)CSc1nnc(COc2ccccc2)o1)c1ccccc1 (stereo unspecified)
27: O=C(c1ccccc1)c1cccn1CC(=O)N1CCCCCC1
28: C[C@H](CO)N1C[C@H](C)[C@@H](CN(C)C(=O)Nc2ccc(C(F)(F)F)cc2)Oc2c(NS(=O)(=O)c3cccs3)cccc2C1=O
29: CCOc1ccc(Nc2cc(C)nc3c(C)cccc23)cc1
30: COCCSc1ccccc1C(=O)N1CCN(Cc2ccc3c(c2)OCO3)CC1
31: Cc1ccc(NC(=O)COC(=O)CCc2ccc(S(=O)(=O)N3CCOCC3)cc2)c(C)c1
32: COc1cc([N+](=O)[O-])ccc1NC(=O)CC(C)C

Compound	25	26	27	28	29	30	31	32
proCasp7 act	-3	3	11	0	10	-2	3	-1
LAP4-GFP MLPCN	99	97	96	102	99	86	92	83
AHR activator	4	0	2	3	36	1	10	0
procasp3 activ	0	-12	-1	2	3	-6	-6	6
CR mimetic SO	124	102	82	86	99	93	111	100
MEP2 TOR yeast	103	98	108	95	111	89	97	93
RPL19A TOR yeast	99	97	98	96	107	89	94	102
JMJD2C inh	-11	-23	-15	·	-2	-2	-6	5

33: Cc1ccc(NC(=O)CCNC(=O)Cn2ccc3ccccc3c2=O)cc1F
34: COc1ccc(-n2c(C)cc(=O)c3c2CC(C)(C)CC3=O)cc1
35: COc1ccccc1/C=C/C=N/n1c(-c2ccncc2)n[nH]c1=S
36: COc1ccc(C(C(=O)NC2CCCC2)N(C(=O)c2csnn2)C2CC2)cc1 (stereo unspecified)
37: COc1ccc(-c2nnc(SCC(=O)c3cccs3)o2)cc1
38: CC(C)(C)c1ccc(NC(=O)CSc2n[nH]c(=O)n2-c2cccnc2)cc1
39: CC1CN(C(=O)C2CCCC2)C(C)CN1C(=O)C1CCCC1 (stereo unspecified)
40: CN1CCN(S(=O)(=O)c2ccc(C(F)(F)F)cc2)C(c2ccccc2)C1 (stereo unspecified)

Compound	33	34	35	36	37	38	39	40
proCasp7 act	12	-2	-9	4	-30	3	5	-2
LAP4-GFP MLPCN	93	98	95	103	99	101	87	111
AHR activator	2	-4	29	0	24	10	-3	1
procasp3 activ	0	7	-7	7	4	4	8	2
CR mimetic SO	101	94	91	103	111	106	95	98
MEP2 TOR yeast	103	94	98	104	105	107	96	102
RPL19A TOR yeast	100	94	100	95	97	105	89	99
JMJD2C inh	-16	4	10	-1	-6	-12	0	·

41: Cc1ccc(NC(=O)c2c([N+](=O)[O-])c(C(C)(C)C)nn2C)cc1
42: O=S(=O)(c1ccccc1)N1CCC(n2nnc3cc(F)ccc32)CC1
43: Cc1ccc(CNC(=O)CSc2nnc3c(n2)[nH]c2ccccc23)cc1
44: O=C(O)CN1CCN(Cc2cccc(Cl)c2)C1=O
45: O=C(CSC(=S)N1CCOCC1)c1ccccc1
46: CN(CC1COc2ccccc2O1)C(=O)c1cc(COc2c(F)cccc2F)on1 (stereo unspecified)
47: Cc1cccc(OC(=O)c2cccnc2)c1
48: COC(=O)[C@H](CCSC)NC(=O)N1CCC(C)CC1

Compound	41	42	43	44	45	46	47	48
proCasp7 act	2	12	4	14	-5	17	-6	-5
LAP4-GFP MLPCN	99	87	113	88	102	110	96	90
AHR activator	1	-1	3	-2	-2	-3	0	-3
procasp3 activ	7	11	0	-11	8	9	-6	-6
CR mimetic SO	103	98	110	105	92	91	105	101
MEP2 TOR yeast	107	94	110	107	87	89	107	96
RPL19A TOR yeast	104	92	103	93	99	99	100	·
JMJD2C inh	-55	-8	8	4	3	-7	0	4

49: CCc1ccc(C2=NN(CCC(=O)NCc3cccs3)C(=O)CC2)cc1
50: COc1ccc(CN2C(=O)c3oc4ccccc4c(=O)c3C2c2ccc(O)c(OC)c2)cc1 (stereo unspecified)
51: COc1cc(Br)cc(/C=N/N(CCO)C2=NS(=O)(=O)c3ccccc32)c1OC
52: CN(C)C(CNC(=O)c1cc2ccccc2o1)c1ccco1 (stereo unspecified)
53: CCN(CC)S(=O)(=O)c1ccc(Cl)c(NC(=O)COC(=O)/C=C/c2cc(OC)c(OC)c(OC)c2)c1

Compound	49	50	51	52	53
proCasp7 act	-4	4	9	-1	6
LAP4-GFP MLPCN	98	101	103	102	100
AHR activator	7	2	39	22	1
procasp3 activ	6	1	-1	-3	2
CR mimetic SO	145	103	89	99	123
MEP2 TOR yeast	101	100	104	105	109
RPL19A TOR yeast	102	94	101	97	105
JMJD2C inh	-11	16	5	-1	-17

Profiles as entered above.
COc1ccc(CN2C(=O)c3oc4ccccc4c(=O)c3C2c2ccc(O)c(OC)c2)cc1 (stereo unspecified) in the list: proCasp7 act = 4; LAP4-GFP MLPCN = 101; AHR activator = 2; procasp3 activ = 1; CR mimetic SO = 103; MEP2 TOR yeast = 100; RPL19A TOR yeast = 94; JMJD2C inh = 16
CCc1ccc(C2=NN(CCC(=O)NCc3cccs3)C(=O)CC2)cc1 in the list: proCasp7 act = -4; LAP4-GFP MLPCN = 98; AHR activator = 7; procasp3 activ = 6; CR mimetic SO = 145; MEP2 TOR yeast = 101; RPL19A TOR yeast = 102; JMJD2C inh = -11
